Bioassay records (PubChem BioAssay)
Apaf-1 inh: blocks human Apaf-1 apoptosome activity | inhibition, % at 20 µM | reconstituted apoptosome caspase-3 activity, DEVD-Rh110 fluorescence | actives 0.71% (n = 330,000) | AID 489030; active means inhibition of at least 40% at 20 µM;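 further: plate controls were DMSO wells for no effect and DEVD-CHO caspase inhibitor wells for full effect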
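Medium: Hepes buffer, pH 7.5 / System: biochemical Apaf-1 apoptosome reconstitution / Measured by: Rh110 fluorescence, excitation 480 nm, emission 540 nm / Times: compound with Apaf-1, dATP, procaspase-3 30 min, then 50 min reaction, room temperature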
Jurkat NFkB inh: inhibitors of the PMA/ionomycin-induced NF-kB reporter in Jurkat cells; actives 0.53% (n = 330,000); inhibition, % at 4 µM; PMA/ionomycin-induced NF-kB luciferase reporter, luminescence; AID 435003
SENP7 inh: inhibitors of human SENP7 protease | Q9BQF6 | inhibition, % at 5 µM | recombinant SENP7, Z-RLRGG-aminoluciferin luminescence, 40 min | actives 1.5% (n = 330,000);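 active means inhibition above about 50% at the single test dose, limit read from the data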;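 further: plate controls were DMSO with enzyme for no effect and no enzyme buffer wells for full effect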
SENP8 block: SENP8 protease inhibition. Q96LD8. purified SENP8, Z-RLRGG-aminoluciferin cleavage, luminescence. inhibition, % at 10 µM. actives 1.2% (n = 330,000). AID 2540
HKDC1 inh: inhibitors of human hexokinase HKDC1 | recombinant HKDC1, G6PDH/diaphorase resazurin coupled fluorescence | actives 0.16% (n = 340,000) | inhibition, % at 20 µM | Q2TB90;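 active means inhibition above about 35% when tested at 20 µM, limit read from the data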;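 further: plate controls were DMSO wells with enzyme for no effect and DMSO wells lacking enzyme for full effect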
Target sequence (Q2TB90 whole entry, looked up): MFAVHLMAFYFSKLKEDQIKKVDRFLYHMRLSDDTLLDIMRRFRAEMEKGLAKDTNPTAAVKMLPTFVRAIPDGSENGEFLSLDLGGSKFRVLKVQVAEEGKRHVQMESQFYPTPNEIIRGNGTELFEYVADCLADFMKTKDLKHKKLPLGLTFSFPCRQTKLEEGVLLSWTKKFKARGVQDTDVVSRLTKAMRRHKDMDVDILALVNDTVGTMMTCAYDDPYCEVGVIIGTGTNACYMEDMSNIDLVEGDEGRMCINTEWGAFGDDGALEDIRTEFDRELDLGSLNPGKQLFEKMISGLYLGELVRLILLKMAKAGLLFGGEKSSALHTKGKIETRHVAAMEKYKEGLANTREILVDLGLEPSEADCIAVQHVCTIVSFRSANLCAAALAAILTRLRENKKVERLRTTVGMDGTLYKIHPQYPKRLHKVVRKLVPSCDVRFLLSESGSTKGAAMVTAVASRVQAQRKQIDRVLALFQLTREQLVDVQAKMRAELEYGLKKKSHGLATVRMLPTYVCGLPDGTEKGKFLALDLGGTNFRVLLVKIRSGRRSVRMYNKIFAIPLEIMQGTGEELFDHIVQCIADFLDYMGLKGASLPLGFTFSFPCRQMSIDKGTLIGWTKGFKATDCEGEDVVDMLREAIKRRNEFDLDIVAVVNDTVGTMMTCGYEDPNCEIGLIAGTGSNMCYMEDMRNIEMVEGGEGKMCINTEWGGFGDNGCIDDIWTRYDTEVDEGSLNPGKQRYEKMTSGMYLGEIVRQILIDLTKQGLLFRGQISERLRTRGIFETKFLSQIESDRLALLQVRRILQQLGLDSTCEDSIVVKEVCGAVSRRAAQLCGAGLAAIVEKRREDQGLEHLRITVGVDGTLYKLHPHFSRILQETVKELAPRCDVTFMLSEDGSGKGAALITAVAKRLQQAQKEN
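Assay system: recombinant HKDC1 hexokinase; detection: coupled resazurin fluorescence, excitation 525 nm, emission 613 nm; benchmarks: DMSO-plus-enzyme-mix negative control, buffer-substituted positive control; compound dosing: single 20 µM dose; schedule: 90 min at room temperature in dark; also added: glucose plus 1 mM ATP as hexokinase substrates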
697 NFkB inh: inhibitors of the PMA/ionomycin-induced NF-kB reporter in 697 B cells | 697 B-cell NF-kB luciferase reporter, 16 h | inhibition, % at 4 µM | actives 0.33% (n = 330,000) | AID 435022; in the data active means inhibition above about 35%
Gli-Sufu antag: blocks Gli-Sufu signaling in a luciferase reporter. Sufu-KO-LIGHT fibroblasts, Gli luciferase reporter luminescence. inhibition, % at 5 µM. actives 0.74% (n = 340,000);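 active means inhibition above about 55%, limit read from the data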;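 further: 0% = DMSO-treated cells and 100% = wells with medium but no cells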
UBC13 polyUb: human UBC13 polyubiquitination inhibition; P61088; inhibition, % at 20 µM; actives 0.47% (n = 330,000); UBC13 polyubiquitin chain formation, TR-FRET; in the data active means inhibition above about 45%, passing the limit was not always enough
The depositor's hits bear a star. Unless noted, no stated cut-off is given here; in the data, active means inhibition above about 50%; inactive means the rest. No enrichment for hits; any-hit rate near 3.6%.

SMILES	Apaf-1 inh	Jurkat NFkB inh	SENP7 inh	SENP8 block	HKDC1 inh	697 NFkB inh	Gli-Sufu antag	UBC13 polyUb
Cc1ccc(Cl)cc1N1CCN(Cc2nc3c(c(=O)[nH]c(=O)n3C)n2CCc2ccccc2)CC1	15	18	2	-2	0	5	1	-9
COC(CNC(=O)c1ccc(CS(=O)(=O)c2ccc(Br)cc2)o1)OC	5	-3	10	6	-4	9	8	2
C1=C(c2ccccc2)Nc2ncnn2C1c1ccccc1 (configuration not stated)	-3	16	-4	6	-4	25	-9	17
O=C(C1COc2ccccc2O1)N1CCN(c2nc3ccc([N+](=O)[O-])cc3s2)CC1 (configuration not stated)	12	16	-5	-1	4	12	5	-2
COc1cccc(-c2cnc(NCc3cc(Cl)ccc3O)n2C)c1	13	14	8	-2	-3	9	7	22
C=CCn1c(SCC(N)=O)nc(C)cc1=O	-17	9	-9	5	-8	8	-5	6
COc1ccccc1NC(=S)N/N=C/c1ccc(O)cc1	6	-103	13	7	13	-243	-69	10
N#CC1=C(N)Oc2[nH]c(=S)[nH]c(=O)c2C12C(=O)Nc1ccccc12 (configuration not stated)	-1	-9	-10	0	4	-4	-8	-9
O=S(=O)(c1ccc(Br)cc1)c1nc(-c2ccccc2)oc1NCCN1CCOCC1	7	-1	6	0	-2	-15	13	0
COc1ccc(C2c3c(oc4ccccc4c3=O)C(=O)N2CC2CCCO2)cc1 (configuration not stated)	-16	-9	13	-6	-5	8	7	2
O=C1C=C(NCCc2ccccc2)C2(CCCCC2)O1	12	-23	0	1	-3	18	5	3
CC1=CC(=O)N(c2ccn(C)n2)C1=O	-16	3	0	1	-1	9	0	-7
O=C(CN(C(=O)c1csnn1)c1ccc(Cl)cc1)NCc1ccc2c(c1)OCO2	4	-10	4	0	1	-6	53	0
Cn1ccc(/C=N/N=C2/NC(=O)CS2)n1	-2	-4	-6	-1	4	8	7	-16
Cc1ccc(SCc2cn3cc(Cl)ccc3n2)cc1	-8	-38	5	-2	3	-45	-29	-2
CN(CC(=O)Nc1ccccc1Cl)C1CCCCC1	-5	0	-1	15	-3	11	-11	8
CCCOC(=O)c1ccc(Oc2cn[nH]c2-c2ccc(O)cc2O)cc1	-25	23	-6	-14	-1	-18	0	11
CC(C)c1ccc(-c2nc(N3CCCC3)nc3n[nH]c(N)c23)cc1	18	32	5	-3	-3	-18	-14	0
COc1ccc(C(=O)COC(=O)/C=C/c2ccco2)cc1F	-9	0	-3	0	2	10	-13	5
CCOC(=O)c1cc(CC)sc1NC(=O)CSc1nc2ccccc2c(=O)n1Cc1ccco1	15	-11	4	3	-2	1	24	0
CC(=O)/C(=N/Nc1ccc([N+](=O)[O-])cc1)N1CCCc2ccccc21	-7	26	-8	-7	3	3	15	-15
O=C(COC(=O)[C@H](Cc1ccccc1)NC(=O)c1cccs1)NC1CCCCC1	13	-11	-1	-13	-6	-2	-4	-1
CCOc1cccc(C(=O)NC(=S)Nc2cccc(NC(=O)c3ccccc3Cl)c2)c1	1	-3	6	10	-8	4	-1	-2
CCN(C(=O)COC(=O)/C=C/c1c(C)nn(-c2ccccc2)c1C)C1CCS(=O)(=O)C1 (configuration not stated)	1	-1	1	-6	-1	-2	-18	0
Cc1ccc2c(c1)C(CCN)C(=O)N2Cc1ccccc1 (configuration not stated)	1	-8	10	0	-8	10	-2	11
Cc1nnc(SCc2ccc3c(c2)OCO3)s1	-7	-18	1	0	-7	-22	-41	6
O=C1c2ccccc2C(=O)N1CCCON1C(=O)c2ccccc2C1=O	-2	-2	-1	-9	-6	0	-10	7
CS(=O)(=O)c1ccc(C(=O)Nc2ccc(N3CCCC3)cc2)c(Cl)c1	2	3	3	3	-5	0	-3	3
COCCCNC(=O)CC(NCCCOC)C(=O)O (configuration not stated)	-3	9	2	7	2	6	-6	8
CCC(C(=O)Nc1ncc(C)s1)c1ccccc1 (configuration not stated)	21	4	-9	-4	-6	-2	3	-1
CCOc1cc(-c2nc3n(c(=O)c2C#N)CCS3)ccc1O	16	4	5	11	0	1	1	0
COc1ccc2nc(Nc3nc4cc5c(cc4s3)OCCO5)sc2c1	12	-20	53*	43	-4	-78	-22	-32
O=C(O)COc1ccccc1C=NNC(=O)c1ccc(NS(=O)(=O)c2cccs2)cc1	-10	32	2	9	0	12	-2	13
O=C(CN1C(=O)CSc2ccc(S(=O)(=O)N3CCCCC3)cc21)NCc1ccccc1Cl	20	-10	-2	2	8	3	9	6
Cc1c(O)ccc(C(=O)CN2CCN(c3ccc(F)cc3)CC2)c1O	3	0	8	0	-2	-6	9	-4
CCc1nnc(NC(=O)CCN2C(=O)/C(=C/c3cc(OC)c(OC)c(OC)c3)SC2=S)s1	4	-25	4	9	10	-6	-3	-3
CC(=O)Nc1sc2c(c1C(c1ccc(Cl)cc1)N1CCOCC1)CCCC2 (configuration not stated)	25	-3	-6	-4	10	-7	7	-7
Cc1cccc(C(=O)O/N=C(\N)c2ccccn2)c1	5	-32	98*	91*	0	-106	-6	7
S=c1[nH]nc(-c2ccccn2)n1/N=C/c1cccs1	5	-10	-16	-10	-11	-20	3	-21
CCC1CCCCN1CCCNC(=O)CN1C(=O)CSc2ccc(S(=O)(=O)N3CCC(C)CC3)cc21 (configuration not stated)	7	-32	11	-4	-2	14	11	3
CC(C)(C)C(=O)NC(=C(Cl)Cl)P(=O)(O)O	-2	8	4	0	-9	8	-5	4
C=CCN1CCN(C(=O)c2oc3ccccc3c2C)CC1	-4	-9	-2	-2	2	2	-11	-4
CCCN1CCN(C(=O)C2CCN(S(=O)(=O)c3ccc4c(c3)oc(=O)n4C)CC2)CC1	4	-13	-2	-2	-5	-17	2	4
CC(=O)O/N=C/c1c(NCc2ccccc2)nc2c(C)cccn2c1=O	4	-3	5	1	2	22	7	10
CN(C)c1nc(SCc2ccc(Cl)cc2)nc2c1CCCC2	19	-2	5	6	-2	0	21	6
CN(C)c1ccc(/C=N/N2CCN(c3ccccn3)CC2)cc1	-19	-52	78*	62*	-5	-55	-42	-6
O=C(Nc1nnc(-c2cccs2)o1)c1cccc(C(F)(F)F)c1	4	1	-5	0	2	-11	-10	-20
Cn1c(=O)c2cc3ccccc3nc2n(C)c1=O	-2	9	-7	0	-5	12	-8	7
CC1CCN(c2c(NCC3CCC(C(=O)N4CCCCC4)CC3)c(=O)c2=O)CC1 (configuration not stated)	8	12	2	2	0	18	1	5
O=C(O)c1ccc2c(c1)C(=O)N(CCc1c[nH]c3ccccc13)C2=O	3	10	26	28	0	-83	-46	0
Remaining list, next part
SMILES	Apaf-1 inh	Jurkat NFkB inh	SENP7 inh	SENP8 block	HKDC1 inh	697 NFkB inh	Gli-Sufu antag	UBC13 polyUb
CCOC(=O)c1cc(C)n(-n2cnnc2)c1C	-4	-10	-3	8	-6	14	1	7
CC(=O)c1ccc(NC(=O)NC2CC(=O)N(c3ccc4c(c3)OCCO4)C2)cc1 (configuration not stated)	-15	1	-3	-2	-5	-5	-9	-2
O=C(Nc1cccc(S(=O)(=O)C(F)F)c1)c1ccc(Cl)c(S(=O)(=O)N2CCOCC2)c1	12	3	-1	-7	-5	-13	8	2
O=C(Cc1cccs1)NCCc1csc(-c2ccccc2)n1	-9	-2	3	3	1	4	10	-4
COc1ccc(C(=O)N2CCC(C(=O)N3CCN(c4ccc(OC)cc4)CC3)CC2)cc1	-4	30	6	7	-6	5	-14	2
CCN(CC)S(=O)(=O)c1ccc(N2CCOCC2)c(NC(=O)C(C)Oc2ccc(F)cc2)c1 (configuration not stated)	23	1	0	3	1	8	-3	19
Cc1ccc(NC(=O)CN(C)C(=O)CSc2ccccc2F)cc1	-4	-11	-5	9	14	7	-8	2
Cc1nc(C)c(C(=O)OCC(=O)NCc2ccccc2)s1	-5	3	-9	10	2	2	3	0
NC(=O)NCc1ccc(F)cc1	4	-5	-3	-11	6	5	-8	-5
CCCS(=O)(=O)N1CCCC(C(=O)NCCCOC(C)C)C1 (configuration not stated)	-5	3	12	-2	-10	11	-1	-1
Cc1sc2nc(CSc3ccccc3)nc(N3CCOCC3)c2c1C	12	2	5	1	1	-25	8	10
COc1ccc(NC(=O)CN(C)CC(=O)N2CC(=O)Nc3ccccc32)cc1	2	6	-1	5	-4	11	-8	4
COc1ccccc1N(C)S(=O)(=O)c1ccc(C)c(C(=O)NCc2ccccn2)c1	-9	12	3	6	-4	6	-4	4
CC(C)(C)NC(=O)[C@H]1CC[C@H]2[C@@H]3CC[C@H]4NC(=O)C=C[C@]4(C)[C@H]3CC[C@]12C	-7	0	-2	8	-8	22	4	-4
